From PubChem BioAssay
Yfh1-depleted yeast: enhancers of respiration in Yfh1-depleted yeast, dose response, Friedreich's ataxia, plus single-dose screen (AID 1465) | S. cerevisiae Yfh1-off respiration, WST-1 reduction, 72 h; higher fold induction means a stronger effect | hit rate 0.074% among 220,000 | fold induction at 50 µM, or EC50 in µM where a hit was titrated;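 active = fold induction of absorbance versus untreated yeast above a set limit, then at least 30% activation at any dose in follow-up; inconclusive = repeats straddling the limit, or above it without dose testing; inactive = fold induction below the set limit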;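 note: activators that raise dye reduction in frataxin-depleted yeast; strong numbers were not always called active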
NOD1 inhibition: NOD1 signaling inhibitors, primary screen, cell-based, luminescence, uHTS (AID 1578). NOD1-driven NF-kB luciferase reporter cells, luminescence; higher % means a stronger effect. one-dose inhibition, % at 4 µM; EC50 in µM for titrated hits. hit rate 1% among 290,000; in the data active = inhibition mostly above about 36%, no sharp cut-off; inactive = mostly below about 34%;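 note: HEK-293T reporter cells stimulated with the NOD1 agonist gamma-tri-DAP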
KOR beta-arrestin-1: KOR antagonists, beta-arrestin recruitment, cell-based, luminescence, uHTS (AID 1778); KOR beta-arrestin recruitment, luminescence, antagonist mode; higher % means a stronger effect; inhibition, % at 10 µM; hits with a dose series show IC50 in µM; hit rate 0.091% among 290,000; note: strong numbers were not always called active
HEK293 NOD2/NF-kB: NOD2 signaling inhibitors, cell-based, luminescence, uHTS, HEK293 (AID 1566) | HEK293 NOD2/NF-kB luciferase reporter, luminescence; higher % means a stronger effect | inhibition, % at 4 µM, or EC50 in µM where a hit was titrated | hit rate 0.63% among 290,000; note: many of its hits are not listed in these tables
KOR beta-arrestin-2: kappa opioid receptor activators – cell-based, luminescence, uHTS, primary screen (AID 1777); KOR beta-arrestin recruitment, luminescence; higher % means a stronger effect; activation, % at 10 µM, or EC50 in µM where a hit was titrated; hit rate 0.02% among 280,000; in the data active = activation above about 50%, passing the limit was not always enough; note: a part of the inactive calls stands beside numbers as strong as those of hits
GPR55 beta-arrestin: GPR55 agonists via beta-arrestin recruitment, primary screen, imaging, U2OS cells, beta-arrestin-GFP redistribution (AID 1961); activation, % at 10 µM; hits with a dose series show EC50 in µM; U2OS GPR55 beta-arrestin-GFP redistribution imaging; higher % means a stronger effect; hit rate 0.048% among 290,000;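 active = activation above 40% with more than 50 cells counted in the well; inconclusive = wells holding fewer than 50 cells, flagged as toxic or sparse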;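 note: U2OS osteosarcoma cells stably expressing GPR55 and beta-arrestin-GFP; plate controls were DMSO negative control for no effect and LPI positive control for full effect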
TNAP activators: stimulation of alkaline phosphatase TNAP activity – biochemical, luminescent, no phosphate acceptor, uHTS, primary screen (AID 1001). purified TNAP, luminescent activation assay, no phosphate acceptor; higher activation fold means a stronger effect. hit rate 0.03% among 200,000. activation fold at 20 µM; hits with a dose series show EC50 in µM; in the data active = activation fold from about 3, or a potency from the dose series; inactive = the rest, 99 in 100 with activation fold below about 1.6; note: many of its hits are not listed in these tables
ER stress rescue: protection against thapsigargin-triggered cell killing – 384-well, CSM14.1, ATP luminescence, primary screen (AID 1222). CSM14.1 thapsigargin-induced death rescue, ATP luminescence; higher % means a stronger effect. cellular ATP content (survival), % at 20 µM; hits with a dose series show EC50 in µM. 190,000 tested, under 10 active;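 active = EC50 below 50 µM in the dose-response confirmation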;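 note: death triggered by thapsigargin at about 15 µM added after 2 h compound pretreatment; cell ATP read after overnight thapsigargin exposure of roughly 18 to 22 hours; normalized against plate controls of thapsigargin alone and 5% DMSO vehicle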
NTR1 agonist: agonists of NTR1, primary screen, imaging, U2OS cells, beta-arrestin-GFP, high content (AID 493036); NTR1-U2OS beta-arrestin-GFP spot imaging, agonist mode; activation, % at 20 µM; P30989; hit rate 0.17% among 330,000;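 active = activation at or above 40% of the spot to cytoplasm intensity ratio, with at least 20 cells analyzed; inconclusive = wells under 20 cells, flagged as cytotoxic or low count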;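 note: 0% = DMSO without peptide and 100% = 100 nM NTR1 peptide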
Target sequence (P30989 whole entry, looked up): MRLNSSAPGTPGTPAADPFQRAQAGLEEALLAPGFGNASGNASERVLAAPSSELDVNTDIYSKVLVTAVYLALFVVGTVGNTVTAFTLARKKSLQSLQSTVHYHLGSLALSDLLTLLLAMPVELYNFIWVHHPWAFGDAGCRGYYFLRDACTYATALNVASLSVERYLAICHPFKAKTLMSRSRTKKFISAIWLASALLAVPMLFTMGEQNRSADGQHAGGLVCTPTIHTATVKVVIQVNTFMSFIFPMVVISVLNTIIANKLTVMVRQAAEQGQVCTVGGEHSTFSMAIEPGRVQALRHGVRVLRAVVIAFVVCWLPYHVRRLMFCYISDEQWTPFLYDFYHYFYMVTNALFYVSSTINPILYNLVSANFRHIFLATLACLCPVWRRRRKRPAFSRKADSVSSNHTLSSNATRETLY
NTR1 agonist cell count 20 µM: second read-out of NTR1 agonist, no call of its own (marks repeat the call); cell count; measured here: cell count, cytotoxicity flag
Starred values were filed as active, the others as inactive; i = inactive; ? = inconclusive; . = not tested or not shown; & = joins results of further samples; [ ] = remark or other dose. Cut-off read from the data, not from the text of the source, unless noted: active = inhibition above about 50%; inactive = the rest. Only part of the results is shown; count on the stated rates, not on these rows.

SMILES	Yfh1-depleted yeast	NOD1 inhibition	KOR beta-arrestin-1	HEK293 NOD2/NF-kB	KOR beta-arrestin-2	GPR55 beta-arrestin	TNAP activators	ER stress rescue	NTR1 agonist	NTR1 agonist cell count 20 µM
COc1ccccc1C(=O)c1cc2ccc(O)cc2oc1=O	i	-46%	10%	-21%	-2.1%	0.1%	0.9	0.2%	-0.9	33
O=C(O)c1ccc(NC(=O)c2cccc(C(=O)Nc3ccc(C(=O)O)cc3)c2)cc1	.	4%	-4%	14%	-1.7%	0.0%	.	.	1.0	89
COc1ccc(Br)c(C(=O)NCCC(C)C)c1	i	-19%	4%	-6%	-2.5%	1.4%	1.1	-1.7%	1.6	58
Cn1c(C(=O)NCc2ccccn2)cc2c(=O)n3ccccc3nc21	i	-33%	0%	-27%	-4.9%	-0.2%	1.1	-1.0%	-0.2	53
CC1CN(CCn2cnc3c(N)ncnc32)CC(C)O1 (stereo not drawn)	i	-5%	.	16%	.	-0.2%	.	.	-0.8	70
COc1ccc(-n2cnc3c(cnn3CCC#N)c2=N)cc1	i	-19%	-22%	-14%	-1.6%	-0.3%	1.1	0.3%	0.2	50
Cc1ccc(OCC(=O)N2CCN(C(=O)Cc3ccccc3)CC2)cc1	i	-8%	-2%	10%	1.4%	-0.2%	1.1	1.2%	0.3	36
COc1cc(C(=O)NC(=S)Nc2nc(-c3ccc(F)cc3)cs2)cc(OC)c1OC	.	-20%	-4%	8%	-1.1%	-0.2%	.	.	9.5	69
COC(=O)Nc1ccc(SCC(=O)c2cccc([N+](=O)[O-])c2)cc1	.	-40%	-30%	8%	-1.4%	0.1%	.	.	4.9	66
CCC1CCCCN1CCCn1c(=S)[nH]c2ccccc2c1=O (stereo not drawn)	i	-14%	7%	12%	1.2%	-0.1%	1	-0.7%	0.0	54
Cc1cc(C)c(C)c(OCC(=O)NCCN(C)C)c1	i	-2%	-52%	10%	-0.2%	0.2%	1.1	1.7%	-0.6	33
Cc1ccc(-c2cn(-c3ccccc3)c3[n+]2CCCS3)cc1	i	49%&-10%	-13%&-15%	50%&18%	-2.0%&0.2%	-0.1%&0.1%	1.2&1.1	-0.6%&1.5%	-0.5&0.6	37&87
Oc1ccc2ccccc2c1Br	i	-19%	-26%	18%	-0.1%	0.7%	1	-0.3%	-0.9	54
CC1(C)Cc2c(c(-c3ccco3)nc3n[nH]c(N)c23)CO1	i	6%	-11%	7%	-2.0%	-0.2%	1.1	-1.2%	-1.9	37
O=C(C1CCCN(Cc2ccccc2)C1)N1CCCCC1 (stereo not drawn)	i	12%	-10%	5%	-9.8%	0.1%	1.3	-0.9%	-5.6	82
CC(C)c1ccc(NC(=S)Nc2ccc(OC(F)(F)F)cc2)cc1	i	-21%	-2%	-8%	-6.4%	-0.2%	1.2	-0.9%	2.1	35
COc1cccc(OC)c1NC(=O)NC(=O)c1c(OC)c(Br)cc([N+](=O)[O-])c1OC	i	-12%	-40%	4%	-0.5%	0.1%	.	.	2.1	44
COC(=O)CN(C#N)c1nc(NCc2ccccc2)nc(OC)n1	.	-19%	-26%[20 µM]	-1%	0.1%	-0.2%	.	.	6.4	60
Cc1nc2ccccc2n1CC(O)COc1ccccc1Cl (stereo not drawn)	i	8%	-8%	14%	0.6%	-0.5%	1.1	1.3%	-1.0	88
O=C(c1ccccc1)N1CCCN(c2nccc(C(F)(F)F)n2)CC1	i	4%	35%	22%	-4.1%	-0.2%	.	.	-0.4	47
Cc1cccc(NC(=O)C[n+]2cccc(C)c2)c1	.	-22%	15%[20 µM]	9%	-5.4%	0.6%	.	.	1.3	54
CC1(C)SCC(C(=O)O)NC1=O (stereo not drawn)	i	10%	0%	-17%	11%	-0.4%	0.8	-1.7%	-0.7	44
COC(=O)C(CC(C)C)NC(=O)c1ccc(F)cc1 (stereo not drawn)	i	7%	4%	7%	1.2%	-0.1%	1.2	0.5%	1.6	62
COc1ccc(OCc2nc3c4c(ncn3n2)-c2ccccc2CC42CCCC2)cc1	i	2%	9%	23%	-0.4%	0.3%	1.2	-3.5%	4.6	60
O=C(COc1ccc(Br)cc1)N(Cc1ccco1)C1CCS(=O)(=O)C1 (stereo not drawn)	.	-25%	-7%	0%	1.7%	-0.1%	.	.	-0.9	69
CCOC(=O)c1c(NC(=O)c2ccccc2C(=O)O)sc2c1CCCC2	.	-5%	-40%[20 µM]	15%	7.7%	-0.1%	.	.	2.4	62
O=C(NCC1CCCO1)C1c2ccccc2Oc2ccccc21 (stereo not drawn)	i	-37%	-20%[20 µM]	-1%	-7.6%	-0.1%	1.1	-0.1%	-0.8	55
Cc1ccc2c(c1)c1c(c(=O)n(-c3ccccc3)c(=O)n1CC(=O)NCC1CCCO1)n2C (stereo not drawn)	.	-15%	5%	18%	-0.4%	0.3%	.	.	0.4	64
CCOC(=O)c1[nH]c(C)c(C(=O)OCC(=O)N(C)C2CCS(=O)(=O)C2)c1C (stereo not drawn)	i	-11%	5%	13%	-6.9%	0.2%	1.2	-0.4%	-0.8	33
COC(=O)CSc1nsc(SCC(=O)OC)c1C#N	i	-22%	6%	6%	-2.3%	-0.1%	1.1	-1.3%	3.1	35
S=C(NCc1ccccn1)Nc1ccccc1Cl	i	-23%	15%	-17%	-0.2%	-0.4%	1.1	-0.3%	0.3	42
Cc1cc(N2CCN(C)CC2)nc2ccc(NC(=O)c3cccnc3Cl)cc12	i	-11%	-15%	20%	-5.3%	-0.1%	0.8	-0.7%	-0.8	94
Cc1ccc(NC(=O)COc2ccccc2C=O)cc1Cl	i	-62%	-3%	-134%	.	0.3%	1	1.1%	2.1	53
Cn1nnnc1SCc1cn2cccnc2n1	i	-27%	36%	-19%	-0.9%	-0.1%	1.1	1.0%	-1.8	48
O=C(OCc1nnc(-c2ccc(Br)cc2)o1)c1cncc(Br)c1	i	-26%	-15%	0%	-2.9%	0.1%	1	-0.7%	1.1	58
COc1ccc(-c2oc3ccc(-c4cc(OC)c(OC)c(OC)c4)cc3c2-c2ccc(OC)nc2)cc1	.	9%	-14%[20 µM]	12%	-4.9%	0.4%	.	.	6.1	90
COC(=O)c1c(C)oc2ccc(OC(=O)c3cccs3)cc12	i	-4%	13%	-7%	0.6%	?	1	-3.6%	3.2	50
CCN(Cc1ccncc1)Cc1cn[nH]c1-c1cc(OC)c(OC)c(OC)c1	i	-17%	-18%	0%	.	-0.2%	1.1	2.6%	-1.6	63
CCCC1=NN(c2ccc([N+](=O)[O-])cc2)C(=O)/C1=C/N(C)C	i	11%	6%	-2%	8.0%	-0.3%	0.9	-1.7%	1.0	62
COc1cccc(OCC(O)CN2CCN(c3ccc(Cl)cc3)CC2)c1 (stereo not drawn)	i	-8%	33%	7%	1.0%	0.3%	.	.	1.7	47
Oc1ccc(Cl)cc1CNn1cnnc1	i	14%	9%[20 µM]	-7%	.	0.2%	1	-1.5%	2.8	56
NC(=NCCc1c[nH]c2ccccc12)NC(=O)c1ccc(F)cc1	i	5%	-7%	0%	0.6%	-0.3%	.	.	2.2	54
CC(Nc1cccnc1)=C(C#N)C#N	i	-36%	15%	-9%	-7.7%	-0.3%	1	3.2%	1.0	31
CCOC(=O)c1ccccc1NC(=O)CN(c1ccccc1C)S(C)(=O)=O	i	2%	26%	8%	-7.5%	-0.1%	1.2	1.1%	-2.2	83
Cc1cc(Cl)nc(Cl)c1C(=O)N1CCOCC1	i	-26%	5%	10%	-2.5%	0.5%	1.2	-0.9%	0.5	50
NNC(=O)Cn1nc2n(c1=O)-c1ccccc1SC2	i	-12%	28%	7%	-0.9%	-0.2%	.	.	3.2	47
CCN(CC)c1ccc(NC(=O)CCS(=O)(=O)c2ccc(Br)cc2)c(C)c1	.	-11%	25%	-15%	-4.8%	-0.2%	.	.	-0.3	41
c1ccc2c(N3CCOCC3)nc(N3CCOCC3)nc2c1	i	-30%	-72%	-8%	4.5%	-0.1%	1.1	-2.8%	-2.9	48
Cc1ccc(NC(=O)CCn2cccc2)cc1Cl	i	-19%	-11%	20%	2.1%	-0.1%	1.1	-2.1%	-1.9	28
CCN(Cc1ccncc1)C(=O)c1cc(COc2ccc(C)c(C)c2)on1	.	-6%	-19%	12%	3.5%	-0.1%	.	.	3.4	53
COc1ccc(CCC(=O)N(C)CC(=O)Nc2cc(C)ccc2C)cc1	i	-40%	-10%	-10%	0.0%	0.4%	1.1	0.1%	-1.5	36
COc1ccc(NC(=O)c2ccc3c(=O)n4c(nc3c2)CCCCC4)cc1	.	-14%	-26%	9%	0.4%	0.3%	.	.	2.2	67
COc1ccc(/C=C/C(=O)OCC(=O)c2ccc3c(c2)NC(=O)CO3)cc1	i	-12%	30%	3%	4.6%	-0.1%	.	.	10	60
COc1ccccc1-n1c(=O)[nH]c2c(C(N)=O)nc(CC(C)C)nc21	i	-2%	-8%	17%	6.2%	-0.1%	1	0.6%	0.5	58
Cc1oc(-c2cc(F)cc(F)c2)nc1CN1CCN(C(=O)c2ccco2)CC1	.	-23%	1%	4%	-5.1%	-0.1%	.	.	1.4	54
CC(C)(C)n1nc2c(c1NC(=O)COc1ccc(F)cc1)CS(=O)(=O)C2	.	-17%	16%	8%	-2.4%	-0.2%	.	.	0.2	60
Cc1ccc(S(=O)(=O)c2nc(-c3ccccc3)oc2NCCCN2CCOCC2)cc1	i	-42%	-10%	10%	-3.3%	-0.7%	1.2	-0.9%	.	.
CCn1c(SCC(=O)NCCc2ccccc2)nc2c(c1=O)SC(C)C2 (stereo not drawn)	i	10%	-46%	7%	2.2%	0.3%	1	-2.7%	-1.9	55
CCOc1ccccc1CNC(=O)c1ccc(Sc2ccc(Cl)cc2)c(NC(C)=O)c1	i	6%	33%	21%	6.9%	-0.3%	1.1	4.7%	2.7	38
CC(C)N(CCCNC(=O)Cn1c(=O)c2cccn2c2ccc(F)cc21)Cc1ccccc1	.	-17%	-38%	-7%	5.4%	0.3%	.	.	0.0	65
CCOc1ccc(N(CC(=O)Nc2ccc(C)cc2)S(=O)(=O)c2c(C)noc2C)cc1	i	16%	10%	2%	4.9%	0.3%	0.9	-0.5%	0.7	46
